# Screening results: PubChem BioAssay, National Center for Advancing Translational Sciences (NCATS)
# Pf Dd2 inh = blocks in vitro growth of P. falciparum Dd2 | P. falciparum Dd2 growth, SYBR Green, 72 h | Potency, µM (doses to about 28.9 µM), for the others: top-dose activity, negative = inhibition, hits mostly inhibitors | 120,000 tested, 4.3% active | AID 1347417; active = well fitted inhibition curve with a large enough effect; inconclusive = small, poorly fitted or top-dose-only effect; inactive = no such curve, though single readings can be large or run the other way;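 also: plate controls were DMSO vehicle for no effect and reference drug for full effect; nearly all actives have a fitted effect of over 65% in size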
#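 Infected erythrocytes (Dd2, 0.3% parasitemia, 2.5% hematocrit final) are added to compound in RPMI-1640/Albumax II medium, grown 72 h at 37C in low oxygen, then lysed with saponin/Triton-X containing SYBR Green and read by fluorescence.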
# * marks the source's active call; other numbers are inactive results; i = inactive; ? = inconclusive; [ ] = remark or other dose. Potency is read from the fitted curve at half-maximal effect.
SMILES,Pf Dd2 inh
COc1cc(NC(=O)NCCN2CCN(c3ccccc3)CC2)cc(OC)c1OC,?
C[C@@H](NC(=O)c1ccccn1)c1onc(-c2ccc(Cl)cc2)c1C(=O)O,23.0%[44.1 µM]
O=C(C1CN(c2ccc(Cl)cc2)C(=O)N1)N1CCN(Cc2ccccc2)CC1 (stereo unspecified),i
CCC1COCCN1C(=O)c1coc(COc2ccc3c(c2)OCO3)n1 (stereo unspecified),-6.5%
COc1ccc2cc(CN3CCNC(=O)C3C)c(-c3cccs3)nc2c1 (stereo unspecified),-10.1%
CCC1Oc2ccc(NC(=O)Nc3cccc(OC)c3)cc2CN(Cc2ccc3c(c2)OCO3)C1=O (stereo unspecified),i
COc1ccc(-c2cc(C(F)(F)F)nc(SCC(=O)NCCc3ccc(OC)c(OC)c3)n2)cc1,-6.9%
Cc1cccc(N(C)C(=O)CSc2nc3ncccc3o2)c1,?
N#Cc1cccc(CN2CCC(c3nc4ccc(F)cc4c(=O)[nH]3)CC2)c1,1.9%
Cc1cn2nnc(C(=O)NCCCc3ccccc3)c2c(=O)[nH]1,-25.7%
COCC(=O)N1CCCC(c2noc(COC)n2)C1 (stereo unspecified),i
Cc1ccc(Cl)cc1NC(=O)Cn1ccn2nc3c(c2c1=O)CCCCC3,i
COC(=O)c1ccc(CN2C(=O)[C@@H]3C[C@@H](O)CN3C3(CN(Cc4ccc(C(F)(F)F)cc4)C3)C2=O)cc1,i
Cc1ccc(C(=O)N2CCCc3nc(C)nc(-c4ccc(O)cc4)c3C2)cc1,i
CN1Cc2nc(NCc3ccccc3)ccc2OCC1=O,i
CCCc1noc(-c2cccn3c(CNC(=O)C4CCCC4)nnc23)n1,-23.2%
Cc1cc2nc3n(c(=O)c2n1CC(=O)N1CCCc2ccccc21)CCCC3,i
O=C(Nc1ccc(F)cc1)Nc1ccc2snnc2c1,?
Cc1ccccc1-c1ccc2n(c1=O)C[C@H]1C[C@@H]2CN(C(=O)Nc2ccccc2)C1,-3.9%[44.1 µM]
CC(=O)N1CCc2cc(Br)cc(S(=O)(=O)N3CCC(C)CC3)c21,?

# Structural class: those above with sulfur (5)
SMILES,Pf Dd2 inh
COc1ccc2cc(CN3CCNC(=O)C3C)c(-c3cccs3)nc2c1 (stereo unspecified),-10.1%
COc1ccc(-c2cc(C(F)(F)F)nc(SCC(=O)NCCc3ccc(OC)c(OC)c3)n2)cc1,-6.9%
Cc1cccc(N(C)C(=O)CSc2nc3ncccc3o2)c1,?
O=C(Nc1ccc(F)cc1)Nc1ccc2snnc2c1,?
CC(=O)N1CCc2cc(Br)cc(S(=O)(=O)N3CCC(C)CC3)c21,?

# Following part.
SMILES,Pf Dd2 inh
Cc1noc([C@@H]2CC(F)(F)CN2C(=O)c2cc(C3CC3)[nH]n2)n1,12.5%
Cc1cccc(Cl)c1NC(=O)CN1C(=O)NC2(CCC(C)CC2)C1=O (stereo unspecified),1.6%
CCN1C(=O)C2(CCN(S(=O)(=O)c3ccc(Cl)cc3C)CC2)c2ccccc21,1µM*
O=C1CC(c2c(F)cccc2Cl)c2c(ccc3ccccc23)N1 (stereo unspecified),i
O=C(C1CCCCC1)N1CCC(Cc2ccccc2)(C(=O)O)CC1,7.0%
O=C(c1ccsc1)N1CC(n2cc(-c3ccccc3)nn2)C1,?
COc1ccc(-c2c(C)c3ccc(O)c(CN4CCOCC4)c3oc2=O)cc1OC,-16.5%
COC(=O)[C@H](Cc1ccc(OC)cc1)NC(=O)[C@H]1CN(C(=O)c2ccc(N(C)C)cc2)CCN1C(=O)C1CCCCC1,0.398µM*
CCCc1nc(CN(CC)C(=O)c2ccc(NC(=O)C3CCC3)cc2)no1,-9.4%
O=C(O)c1ccc(Cn2c(SCc3ccc(F)cc3)nc3ccncc32)cc1,-20.6%
CCC(C)(C)C(=O)NC1CCN(C(=O)N2CC3CC(C2)[C@H]2CCCC(=O)N2C3)CC1 (stereo partly specified),-3.4%
O=C(Cn1ccn2nc3c(c2c1=O)CCCC3)NCc1ccc(F)cc1,9.8%
Cc1cccc(N2CCN(C(=O)c3cnn(-c4ccccc4)c3C3CCN(C(=O)OC(C)(C)C)CC3)CC2)c1C,10µM*
O=C(c1ccccc1)N1C[C@@H]2C[C@H](C1)c1ccc(-c3cncnc3)c(=O)n1C2,-7.1%[44.1 µM]
O=C1CCC(C(=O)N2CCc3ccc(S(=O)(=O)Nc4cccnc4)cc3C2)=NN1,25.1%
COc1cccc(CN2CCn3c(nn(-c4ccncc4)c3=O)C2)c1,-5.6%
CS(=O)(=O)N1CC2(CCN(CC3CC3)CC2)Cc2ccccc21,?
O=C(NCCc1csc(-c2ccc(F)cc2)n1)c1ccc(Br)o1,i
O=c1c(-c2cc(-c3ccccc3)nc3c2COc2ccccc2-3)coc2ccc(Cl)cc12,23.0%
COc1ccccc1CC(=O)N1CCCc2ncc(C(=O)Nc3ccc4[nH]ccc4c3)cc21,?
Cc1c(C(=O)Nc2ccccc2Cl)oc2ccc(S(=O)(=O)N3CCCCCC3)cc12,21.2%
CS(=O)(=O)N1CCC(OC2CCN(C(=O)c3ccccc3Cl)CC2)CC1,5.0%
Cc1nc2c(C(=O)N3CCC(c4cc(CC(=O)O)[nH]n4)CC3)cccc2[nH]1,1.0%
COc1ccc(NC(=O)N2C[C@@H](F)C[C@H]2C(=O)N2CCCCC2)cc1OC,-6.2%
CC(C)C(=O)NC1CCN(C(=O)N2CC3CC(C2)[C@H]2CCCC(=O)N2C3)CC1 (stereo partly specified),14.3%
COc1cccc(-c2nnnn2[C@H]2CO[C@H]3[C@@H]2OC[C@@H]3NS(=O)(=O)c2cccs2)c1,-9.6%
COCc1nc(-c2ccc(OC3CCN(S(=O)(=O)c4c(C)noc4C)C3)cc2)no1 (stereo unspecified),0.6%[5.79 µM]
CN(C)C[C@H]1C[C@@H](CO)CN(C(=O)c2csc(Cc3ccccc3)n2)C1,-8.3%
COC(=O)CNC(=O)c1cc(-c2ccc(Cl)cc2Cl)c2nncn2n1,9.0%
Cc1ccc(CC(=O)N2CCc3[nH]nc(C(=O)NCCCc4ccccc4)c3C2)cc1,i

# Of the compounds above, these have a CF3 group:
SMILES,Pf Dd2 inh
COc1ccc(-c2cc(C(F)(F)F)nc(SCC(=O)NCCc3ccc(OC)c(OC)c3)n2)cc1,-6.9%
COC(=O)c1ccc(CN2C(=O)[C@@H]3C[C@@H](O)CN3C3(CN(Cc4ccc(C(F)(F)F)cc4)C3)C2=O)cc1,i

# Remaining list, next part:
SMILES,Pf Dd2 inh
COc1ccc(CN2Cc3cc(NC(=O)c4ccccc4)ccc3OC(C)C2=O)cc1 (stereo unspecified),?
O[C@@H]1C[C@@H](c2nc(-c3ccccn3)no2)N(Cc2cc3ccccc3o2)C1,i
COc1ccc(NC(=O)CN(C)S(=O)(=O)c2ccc3[nH]c4c(c3c2)CCCC4)cc1Cl,-9.3%
COc1ccccc1CN[C@H]1CC(C)(C)[C@@H]2C[C@@](C)(O)CC[C@]12CCC(=O)NCCc1c[nH]c2ccccc12,i
CCOc1ccc(C(=O)N[C@@H]2CN(C)C[C@H]2CN(C)C)cc1OCC,-4.8%
Cc1ccc(C(=O)N2CCc3nc(OCC4CC4)ccc3C2)cn1,-10.9%
COc1ccc(-c2cccc(COc3cnc4c(ccn4CC(=O)O)c3)c2)c(C)c1,i
C[C@H]1[C@@H]2[C@@H](O)C([C@H](C)C(=O)NC3CCCCC3)CC[C@@]2(C)CC[C@@H]1NC(=O)c1cncnc1 (stereo partly specified),?
O=C(Nc1ccc(Cl)cc1)N1Cc2[nH]cnc2C[C@H]1c1nc(-c2ccc(OC(F)(F)F)cc2)no1,i
COC[C@@H]1CN(C(=O)CCc2ccccc2)C[C@H]1C(N)=O,-7.0%

# Grouped by structure, the entries above containing a thiophene ring, fused or not
SMILES,Pf Dd2 inh
COc1ccc2cc(CN3CCNC(=O)C3C)c(-c3cccs3)nc2c1 (stereo unspecified),-10.1%
O=C(c1ccsc1)N1CC(n2cc(-c3ccccc3)nn2)C1,?
COc1cccc(-c2nnnn2[C@H]2CO[C@H]3[C@@H]2OC[C@@H]3NS(=O)(=O)c2cccs2)c1,-9.6%

# Later entries
SMILES,Pf Dd2 inh
Cc1ccc(C(=O)N2CCn3c(nn(-c4ccc([N+](=O)[O-])cc4)c3=O)C2)cc1,6.1%
O=C1[C@@H]2C[C@@H](CN2Cc2ccc(F)cc2)Oc2ccccc2N1CC1CC1,?
O=C(NC[C@H]1C[C@@H]2CCN1C[C@@H]2CN1CCN(c2ccccc2)CC1)Nc1ccccc1,?
CCN(CC)c1ccc(CNC(=O)c2ccc3c(c2)n(C)c(=O)c2ccnn23)cc1,?
CC(C)N1CCOC[C@H]1c1ncc(-c2ccc(F)cc2)[nH]1,i
CCCn1cc(S(=O)(=O)c2ccc(CC)cc2)c(=O)c2cc(F)c(N3CCN(C)CC3)cc21,7.08µM*
CCOC(=O)c1ccc(N2C(=O)c3n[nH]c(-c4cccs4)c3C2c2cccc(O)c2)cc1 (stereo unspecified),-18.4%
CCN(CC)C(=O)N1CCOC(c2ccc3cc(OC)ccc3c2)C1 (stereo unspecified),?
CCc1ccc(-c2nc(CN3CCC(C(=O)NCCc4ccc(Cl)cc4)CC3)c(C)o2)cc1,5.9%
N#Cc1ccc(CN2CCCC3(CC(c4ccccn4)=NO3)C2)cc1 (stereo unspecified),-11.3%
Cc1ccc(CNC(=O)c2cccc3c2CCN3C(=O)c2ccc(F)cc2)o1,?
O=C(CCn1c(=O)c2cccn2c2ccc(F)cc21)NCCc1ccc(Cl)cc1,?
CC(C)NC(=O)C[C@@H]1C[C@H]2O[C@H](CNCc3ccccc3OC(F)(F)F)[C@@H](O)[C@H]2O1,2.8%[44.1 µM]
COCCn1c(SCC(=O)Nc2ccc(Br)cc2)nc2c([nH]c3ccccc32)c1=O,3.7%
CC(C)Cc1cc(CC2(NC3CCOCC3)COC2)no1,18.6%[44.1 µM]
O=C1CN(C(=O)COc2ccc(Cl)cc2)C(c2ccc(F)cc2)c2cc(Cl)ccc2N1 (stereo unspecified),10µM*
COc1ccc(OC)c(NC(=O)CC(=O)Nc2ccc3nc4n(c(=O)c3c2)CCCCC4)c1,-15.6%
Cc1ccc(C(=O)N2CCC(Oc3ccc(C(=O)N(C)C)cn3)CC2)s1,-5.3%
O=C(Nc1ccc(-c2nnc3n2CCCC3)cc1)c1ccncc1,i
CN1CCN(C(=O)N2CCC3(CC2)CN([S+](C)(=O)[O-])Cc2ccccc2O3)CC1,11.0%
Cc1ccc(S(=O)(=O)N2CCc3cc(C(=O)N(C)Cc4ccccc4)ccc32)cc1,?
COc1cccc(CNC(=O)Cn2ncc3c(=O)oc4ccccc4c32)c1,0.8%
Cc1cc(C)n(-c2nc3ccccc3nc2Nc2ccc(N(C)C)cc2)n1,39.0%[activator][0.594 µM]
CC1CCCN(c2ncnc3c2CN(c2cccnc2)C(=O)CN3C)C1 (stereo unspecified),4.0%
Cc1ccc(NC(=O)N2CC(c3nnc(-c4ccncc4)o3)C3(CCOCC3)C2)c(C)c1 (stereo unspecified),7.1%
CCn1c2ccccc2c2cc(CN3CCN(Cc4ccccc4F)CC3)ccc21,i
CCOc1ccccc1NC(=O)Cn1c(=O)n(Cc2ccccc2)c(=O)c2c(C)c(C)sc21,?
CCCc1noc(Cn2nc(-c3ccccc3)c3ccccc3c2=O)n1,-7.2%
CCOCCSc1c(C)cnc2c1c(=O)n(C)c(=O)n2C,-6.6%
COCCn1ncc(N2CCCC(CC(=O)Nc3cc(C)ccc3OC)C2)cc1=O (stereo unspecified),?
O=C(CC1CCCN(c2cn[nH]c(=O)c2)C1)Nc1cccc(Cl)c1 (stereo unspecified),i
COc1ccc(-c2noc(-c3ccc(NCc4cccnc4)c([N+](=O)[O-])c3)n2)cc1OC,22.4%
COc1cc2c(cc1OC1CCCC1)NC(=O)C21CCN(c2ccnc(C)n2)CC1,12.6µM*
CCn1cc(C(=O)NCc2ccccc2Cl)c(=O)c2cc(S(=O)(=O)N3CCc4ccccc4C3)ccc21,10µM*
CNC(=O)[C@@H]1C[C@H](Oc2ccccc2)CN1C(=O)CCc1ccc(OC)cc1,-4.6%
Cc1ccc(Cn2c(SCC(=O)C(C)(C)C)nc3ccsc3c2=O)cc1,?
Cc1cccc(CCNC(=O)CCc2nc(C3CCCN3S(C)(=O)=O)no2)c1 (stereo unspecified),40.8%[activator]
C1CNC(c2nc(C3CCOCC3)no2)C1 (stereo unspecified),54.6%[activator]
CCn1ccc(C(=O)NCC23CCCC=C2NC(=O)CC3)n1 (stereo unspecified),-3.4%
CCCc1noc(-c2cccn3c(CNC(=O)CC4CCCCC4)nnc23)n1,-24.2%
Cc1cc(C(=O)N2CCCN(S(=O)(=O)c3ccccc3)CCC(=O)NCC2)nn1C,-5.4%
CCCCS(=O)(=O)NCCc1noc(-c2ccccc2)n1,-5.2%
O=C1C(N2CCN(S(=O)(=O)c3ccc(F)c(F)c3)CC2)CCN1CCc1ccccc1 (stereo unspecified),i
COc1ccc(OC)c(/C=C(/C#N)c2nc(-c3ccc(-c4ccccc4)cc3)cs2)c1,32.1%[activator]
C=CCc1cc(-c2c(-c3ccccc3)ncn2CCOCCO)cc(OC)c1O,6.31µM*
O=C(Nc1ccccc1)c1ccc(-c2cccc3c2CCNC3)o1,11.2µM*
O=C(OCc1ccccc1)N1CCOCC12CCN(Cc1cccc(O)c1)CC2,?
CS(=O)(=O)N1CC[C@H](C(=O)NNC(=O)Cc2ccccc2)C1,-4.9%[44.1 µM]
CCN1CCc2c(sc(-n3cccc3)c2C(C)NC(=O)Nc2ccccc2C)C1 (stereo unspecified),-4.6%
COc1ccc(CN2CCOC[C@H]2c2ncc(-c3ccc(C)cc3)[nH]2)cc1,-0.5%[44.1 µM]

# As entered above:
# Pf Dd2 inh with CCCCS(=O)(=O)NCCc1noc(-c2ccccc2)n1 : -5.2%
# Pf Dd2 inh with O=C(Nc1ccccc1)c1ccc(-c2cccc3c2CCNC3)o1 : 11.2µM*

# Some of the compounds tested. The share of hits here may be higher or lower than overall.
